# Assay outcomes (PubChem BioAssay)
# AmpC inh no detg: AmpC beta-lactamase inhibition without detergent | AID 485341 | P00811 | actives 0.52% (n = 330,000) | Potency, µM (doses to about 57.1 µM), without a hit: top-dose activity change, negative = inhibition, hits mostly inhibitors | AmpC nitrocefin hydrolysis, absorbance 480 nm, 0.0001% Triton;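 also: potency is read from the fitted curve at half-maximal effect; plate controls were no compound for no effect and no enzyme for full effect; nearly all actives have a fitted effect of over 20% in size; some results filed as inactive show a strong effect at the top dose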
# Target sequence (P00811 whole entry, looked up): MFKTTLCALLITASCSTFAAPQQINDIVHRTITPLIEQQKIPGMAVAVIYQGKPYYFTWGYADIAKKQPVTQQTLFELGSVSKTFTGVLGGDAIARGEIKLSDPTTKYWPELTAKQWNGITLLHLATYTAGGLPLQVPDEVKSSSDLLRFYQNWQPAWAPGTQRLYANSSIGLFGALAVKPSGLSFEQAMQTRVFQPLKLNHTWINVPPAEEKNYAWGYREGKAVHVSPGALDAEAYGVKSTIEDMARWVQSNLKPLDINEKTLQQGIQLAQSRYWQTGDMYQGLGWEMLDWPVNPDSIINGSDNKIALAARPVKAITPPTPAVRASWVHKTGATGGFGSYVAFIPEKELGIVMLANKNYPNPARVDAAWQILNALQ
#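 AmpC (5.3 nM in the dispensed reagent) in 20 mM phosphate pH 7.0 with 0.01% (detergent screen) or 0.0001% Triton X-100 was preincubated with compounds for 15 min at room temperature. Nitrocefin was then added from an 800 uM solution, and hydrolysis was followed at 480 nm.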
# Shiga inhibitor: blocks Shiga toxin action in Vero cells | Vero cells, Shiga toxin protein synthesis inhibition reporter | inhibition, % at 38.7 µM | actives 9.2% (n = 290,000) | AID 2315; in the data active = inhibition mostly above about 28%, no sharp cut-off; inactive = mostly below about 43%; also: 0% is about no effect
# Pf growth 96h: P. falciparum growth inhibition at 96 hour, primary screen for plastid delayed-death inhibitors | AID 504834 | actives 6.9% (n = 320,000) | P. falciparum luciferase reporter growth, 96 h | Potency, µM (series often up to 28.7 µM), without a hit: top-dose activity change, negative = inhibition, hits mostly inhibitors; also: potency is read from the fitted curve at half-maximal effect; % is scaled to controls: 0 for no effect and ±100 for the full control effect
#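 Infected RBCs, 2% Hct / 0.05% parasitemia final; luciferase-reporter P. falciparum; cpd 96 h, 37 C, 5% CO2; luciferase detection reagent; luminescence.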
# Pf growth 48h: P. falciparum growth inhibition at 48 hours (one generation) | Potency, µM (series often up to 28.7 µM), for inactives: top-dose activity change, negative = inhibition, most hits filed as inhibitors | P. falciparum luciferase growth in erythrocytes, 48 h | actives 5.9% (n = 310,000); also: potency is read from the fitted curve at half-maximal effect; % is scaled to controls: 0 for no effect and ±100 for the full control effect
#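 A one-generation exposure of luciferase-tagged malaria parasites in RPMI 1640/Albumax erythrocyte culture, 37 C and 5% CO2. Inhibition is inferred from decreased luminescence after adding detection reagent.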
# LmPK inhibitor: blocks Leishmania mexicana pyruvate kinase activity; actives 0.37% (n = 290,000); purified LmPK, Kinase-Glo ATP luminescence, 1 h; Q27686; Potency, µM (top dose mostly 57.5 µM), for the others: top-dose activity change, negative = inhibition, most hits filed as inhibitors; also: potency is read from the fitted curve at half-maximal effect; % is scaled to controls: 0 for no effect and ±100 for the full control effect
# Target sequence (Q27686 whole entry, looked up): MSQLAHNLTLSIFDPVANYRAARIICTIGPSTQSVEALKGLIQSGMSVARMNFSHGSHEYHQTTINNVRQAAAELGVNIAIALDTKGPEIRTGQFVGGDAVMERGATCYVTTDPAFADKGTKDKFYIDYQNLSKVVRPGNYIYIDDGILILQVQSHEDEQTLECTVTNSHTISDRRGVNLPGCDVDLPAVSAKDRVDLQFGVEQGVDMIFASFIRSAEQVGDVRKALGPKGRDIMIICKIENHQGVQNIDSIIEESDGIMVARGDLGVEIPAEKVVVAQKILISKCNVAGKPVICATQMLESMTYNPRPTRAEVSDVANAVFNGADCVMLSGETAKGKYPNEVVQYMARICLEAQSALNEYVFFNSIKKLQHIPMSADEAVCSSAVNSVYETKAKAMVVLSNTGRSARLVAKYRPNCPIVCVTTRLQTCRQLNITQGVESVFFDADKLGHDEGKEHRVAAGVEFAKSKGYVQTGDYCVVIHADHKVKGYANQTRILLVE
#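 ATP generated from ADP (0.1 mM) and PEP (0.5 mM) by 0.1 nM LmPK over 1 h at room temperature (pH 7.2 imidazole buffer) was detected by coupled luciferase luminescence. Values were normalized to uninhibited and no-enzyme wells.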
# Tb PYK inh: blocks Trypanosoma brucei pyruvate kinase | Q57TT1 | TbPYK enzyme, Kinase-Glo Plus ATP luminescence, 45 min | Potency, µM (series often up to 76.8 µM), without a hit: at the top dose activity, negative = inhibition, hits mostly inhibitors | actives 0.12% (n = 410,000) | AID 624173; also: potency is read from the fitted curve at half-maximal effect; % is scaled to controls: 0 for no effect and ±100 for the full control effect; nearly all actives have a fitted effect of over 50% in size
#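 Glycolytic pyruvate kinase of T. brucei was incubated with substrate, test compound and 130 uM ADP for 45 minutes at room temperature. Luminescent Kinase-Glo Plus signal was measured after 10 minutes.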
# CHX counter: affects cycloheximide protein synthesis inhibition readout, counter-screen | max response, % | actives 12% (n = 300,000) | cell reporter, cycloheximide protein synthesis inhibition counterscreen; in the data active = max response mostly above about 13%, no sharp cut-off; inactive = mostly below about 14%; also: read at 38.3 µM for the half of the compounds with a filed dose; 0% is about no effect
# Numbers without * were called inactive; u = inconclusive; x = not tested or not shown; & = joins results of further samples; [ ] = dose if it differs, or a comment. Unless noted, calls follow the shape of the dose curve; as a rule, active = well fitted curve in the direction sought with a large enough effect; inconclusive = small, poorly fitted or top-dose-only effect, or another doubt; inactive = no such curve, though single readings can be large; an effect the other way counts as inactive or inconclusive.
SMILES,AmpC inh no detg,Shiga inhibitor,Pf growth 96h,Pf growth 48h,LmPK inhibitor,Tb PYK inh,CHX counter
CCCCCC1NC(=O)NC1CCCCCC(=O)O (stereo not given),-11%,-13,u,13%,3%,1%,-3
COc1ccccc1N1CCN(C(=O)c2n[nH]c3ccccc23)CC1,-13%[11.4 µM],16,u,u,6%,2%,1
Cn1cc(CN2CCCC(C(=O)c3cc(F)ccc3F)C2)c2ccccc21 (stereo not given),14%,-17,u,u,0%,10%,2
CCOc1ccccc1N(CC(=O)Nc1ccccc1C(=O)NCc1ccco1)S(C)(=O)=O,-20%,-9,x,u,-1%,-2%,-2
CN(C(=O)COC(=O)c1ccc([N+](=O)[O-])cc1Cl)C1CCCCC1,15%,27,28%,14%,4%,3%,8
CCOCCCN(C(=O)Cn1nnc(-c2ccc(OC)c(OC)c2)n1)C(CC)C(=O)NC1CCCC1 (stereo not given),155%[activator],-7,5%,u,2%,-2%,9
CC(C)(CO)NC(=O)C12CC3CC(CC(Br)(C3)C1)C2,-1%,4,0%,-4%,-2%,-8%,-4
C=CC(C)N1C(=O)S/C(=C\c2ccc(N3CCOCC3)cc2C)C1=O (stereo not given),-4%,-8,u,13%,-3%,-2%,17*
Cc1cc(NC(=O)CSc2nnc(-c3ccco3)n2Cc2ccco2)no1,-19%,14,u,-24%,2%,1%,-3
CCOc1ccc(CCNC(=O)C(O)c2ccccc2)cc1 (stereo not given),-7%,15,-28%,17%,-3%,2%,-6
CCCN(C(=O)c1cccc(S(=O)(=O)N2CCN(C)CC2)c1)c1c(N)n(Cc2ccccc2)c(=O)[nH]c1=O,-48%,x,5%,u,x,-2%,x
CCOc1ccc(-c2nc(-c3cccs3)c(CC(=O)O)s2)cc1OC,-20%,48,134%[activator],41%[activator],4%,-5%,24*
CCOC(=O)c1nnn(-c2nonc2N)c1-c1ccc(C)cc1,-31%,-14,48%[activator],15µM*,7%,-1%,1
COc1cc(OC)c(OC)cc1CNC(=O)c1ccc(S(=O)(=O)N2CCCCC2)cc1,61%[activator],x,5.2µM*,9.3µM*,x,1%,x
CC(=O)c1cn(CC(=O)Nc2ccc(C)c(C)c2)c2ccccc12,-39%,-17,1%,-7%,10%,5%,-3
CCOC(=O)NC(=O)/C(C#N)=N\Nc1cccc(OC)c1,-12%,1,-66%[1.15 µM],-12%,-1%,-1%,-6
CCN(Cc1cc2cc(OC)ccc2[nH]c1=O)C(=O)Cc1ccc(OC)cc1,0%,-13,-12%,u,3%,-2%,6
CCC(C(=O)Nc1ccc(C)cc1)c1ccccc1 (stereo not given),1%,-7,37%[activator],-2%[5.75 µM],1%,4%,-3
CCN1C(c2ccccc2)=C(c2ccccc2)S/C1=C/C=C1\SC(=S)N(C)C1=O,-45%,-3,u,u,u,-27%,-1
CN(C)Cc1c(O)ccc2c(=O)c(-c3ccccc3)c(C(F)(F)F)oc12,-11%,-6,8%,u,0%,-9%,-3
O=C(CCN1C(=O)C2C3C=CC(C3)C2C1=O)N1CCN(c2ccccc2F)CC1 (stereo not given),0%,19,-8%,-20%,-7%,-9%,0
CN(CC(=O)Nc1cccc(F)c1)C(=O)c1ccc(COc2ccccc2)cc1,u,x,6%,u,x,0%,x
N#CCc1ccc(NC(=O)CSc2nnc(C3CC3)n2C2CC2)cc1,-6%,x,u,-7%,x,-1%,x
CN(C)c1ccc(C(=O)N2CCCC2)cc1,-13%,4,12µM*,43%[activator],-9%,-4%,10
CCCOC(=O)c1ccc(NS(=O)(=O)c2cccs2)cc1,-24%,-8,x,28%,9%,-24%,1

# New compounds follow
SMILES,AmpC inh no detg,Shiga inhibitor,Pf growth 96h,Pf growth 48h,LmPK inhibitor,Tb PYK inh,CHX counter
Cc1ccc(CNC(=O)c2nnn(CC(=O)Nc3cc(C)cc(C)c3)c2N)cc1,-36%,-4,2.1µM*,36%[activator],0%,-1%,1
O=C(CSc1nnc(-c2ccccn2)n1-c1ccccc1)Nc1ccc2c(c1)OCO2,x,-11,12%,6%,5%,5%,-2
CCOc1ccc2nc(Cl)c(C3CC(c4ccco4)=NN3S(C)(=O)=O)cc2c1 (stereo not given),60%,-13,u,u,-1%,-9%,-2
O=C(CC1SC(N2CCCCC2)=NC1=O)Nc1cccc(C(=O)O)c1 (stereo not given),-16%,13,25%,7%,-3%,-3%,9
CCC(=O)N1c2ccc(S(=O)(=O)CCC(=O)N3CCC4(CC3)OCCO4)cc2CC1C (stereo not given),-3%,-8,31%[activator],-2%,0%,0%,-4
CCOC(=O)C(C#N)C(Cc1ccccc1)c1ccco1 (stereo not given),-4%,-4,-25%,-18%,3%,3%,1
O=C1/C(=C\c2ccncc2)CCc2ccccc21,-13%,x,66%[activator],-25%,x,u,x
O=C(CSC1=NCCS1)Nc1cccc2ccccc12,-25%,-6,37%[activator],x,0%,1%,-1
COC(CNC(=O)c1cc(S(=O)(=O)N2CCc3ccccc32)ccc1F)OC,-2%,-5,18%,-8%,2%,-6%,-6
COc1cc(-c2noc(CCC(=O)Nc3cccnc3)n2)cc(OC)c1OC,-1%,-19,u,u,3%,-7%,-8
CC(C)c1ccc(/C=C2\SC(=S)N(CCC(=O)N3CCCCC3CCO)C2=O)cc1 (stereo not given),38%,-11,9.3µM*,-13%,-7%,0%,-6
O=C(C1CCCO1)N1CCN(C(=S)Nc2ccc(F)cc2)CC1 (stereo not given),-13%,-7,-7%,-10%,-2%,-13%,9
COc1ccc(C2C=C(Nc3ccccc3)C(=O)N2c2ccccc2)cc1OC (stereo not given),14%,66*,u,-4%,1%,-5%,38*
CCN(C(=O)COC(=O)/C=C/c1ccccc1Cl)c1c(N)n(Cc2ccccc2)c(=O)[nH]c1=O,5%,x,2%,0%,x,-1%,x
O=C(COc1ccc(S(=O)(=O)N2CCOCC2)cc1)N1CCCCCC1,0%[2.29 µM],20,15%,u,2%,5%,-1
CCOc1cccc2cc(C(=O)N3CCN(C/C=C/c4ccccc4)CC3)c(=O)oc12,145%[activator],17,13%,u,7%,-22%,15
COCCCNC(=O)c1ccc(OC)c(OC2CCN(C(C)C)CC2)c1,-6%,-2,u,-34%,-11%,-7%,-2
C=C(C(=O)O)C1CCC2(C)CCCC(C)(O)C2C1 (stereo not given),-13%,-1,6%,-5%,3%,-3%,-5
Cc1[nH]c2ccccc2c1/C=C(\C#N)C(=O)NC1CC1,-23%,129*,106%[activator],42%[activator],-4%,-1%,55*
COc1ccc(CC(=O)NCc2csc(-c3cccs3)n2)cc1OC,-4%,12,u,-22%,1%,-4%,-2
COc1ccc(C2SCC(=O)N2c2ccc(F)cc2)cc1 (stereo not given),-6%,-7,2.6µM*,13%,-6%,2%,-2
COc1ccc(/C=C/c2nnc(NC(=O)C(C)(C)C)s2)cc1,30%,26,-18%,-25%,-1%,0%,22*
Cc1nc(-c2ccccc2)sc1C1(C)CC(c2c(Cl)cccc2Cl)=NO1 (stereo not given),11%,53*,-16%,-5%,0%,4%,20*
O=C(Cn1c(=O)oc2cc(S(=O)(=O)N3CCCC3)ccc21)NCc1ccc(F)cc1,-33%,4,6.6µM*,x,-3%,-2%&-1%,-5
Cc1cccc(Cn2ccc(NC(=O)c3cccnc3)n2)c1,-11%,5,24%,18%,-3%,-6%,3

# Further structures:
SMILES,AmpC inh no detg,Shiga inhibitor,Pf growth 96h,Pf growth 48h,LmPK inhibitor,Tb PYK inh,CHX counter
[O-]/C(=C(\C(=S)Nc1cccc2ccccc12)[n+]1ccccc1)c1cccs1,-26%,32,u,-15%,0%,3%,19*
CNC(=S)N/N=C(\C)c1ccc(-n2ccnc2)cc1,-14%,-18,x,10%,-7%,x,-2
O=c1[nH]c(=S)n(-c2ccccc2)c(O)c1C=NCc1ccccn1,-14%,10,71%[activator],3%,1%,-5%,-3
CCOC(=O)C(Cc1ccccc1)C(=O)NCc1cccnc1 (stereo not given),-4%,-4,-16%,-23%,0%,-2%,0
Clc1ncnc2scc(-c3ccccc3)c12,-18%,-14,u,u,0%,-1%,-2
O=C(Nc1ccc(S(=O)(=O)N2CCCC2)cc1)c1cnccn1,-15%,9,66%[activator],-12%,-1%,-1%,2
C[N+](C)(C)CCOC(N)=O,-29%,x,6%&-15%,-20%&1%,x,2%&8%,x
S=P(Nn1cnnc1)(c1ccccc1)c1ccccc1,-18%,-7,1%,-12%,-1%,6%,11
COc1ccc(C(=O)Nc2ccccn2)cc1,-20%,9,7%,-2%,1%,-1%,-4
CCn1c(C)nc2cc(-c3nc4n(n3)Cc3ccccc3-4)ccc21,90%[activator],-22,0.21µM*,0.19µM*,16µM*,u,-10
O=C(O)Cc1c(C(=O)O)[nH]c2ccc(C(=O)O)cc12,-9%,3,16%,56%[activator],7%,6%,0

# A different layout for part of the listing above:
molecule	AmpC inh no detg	Shiga inhibitor	Pf growth 96h	Pf growth 48h	LmPK inhibitor	Tb PYK inh	CHX counter
CCN(C(=O)COC(=O)/C=C/c1ccccc1Cl)c1c(N)n(Cc2ccccc2)c(=O)[nH]c1=O	5%	x	2%	0%	x	-1%	x
O=C(COc1ccc(S(=O)(=O)N2CCOCC2)cc1)N1CCCCCC1	0%[2.29 µM]	20	15%	u	2%	5%	-1
CCOc1cccc2cc(C(=O)N3CCN(C/C=C/c4ccccc4)CC3)c(=O)oc12	145%[activator]	17	13%	u	7%	-22%	15
COCCCNC(=O)c1ccc(OC)c(OC2CCN(C(C)C)CC2)c1	-6%	-2	u	-34%	-11%	-7%	-2
C=C(C(=O)O)C1CCC2(C)CCCC(C)(O)C2C1 (stereo not given)	-13%	-1	6%	-5%	3%	-3%	-5
Cc1[nH]c2ccccc2c1/C=C(\C#N)C(=O)NC1CC1	-23%	129*	106%[activator]	42%[activator]	-4%	-1%	55*
COc1ccc(CC(=O)NCc2csc(-c3cccs3)n2)cc1OC	-4%	12	u	-22%	1%	-4%	-2
COc1ccc(C2SCC(=O)N2c2ccc(F)cc2)cc1 (stereo not given)	-6%	-7	2.6µM*	13%	-6%	2%	-2
COc1ccc(/C=C/c2nnc(NC(=O)C(C)(C)C)s2)cc1	30%	26	-18%	-25%	-1%	0%	22*
Cc1nc(-c2ccccc2)sc1C1(C)CC(c2c(Cl)cccc2Cl)=NO1 (stereo not given)	11%	53*	-16%	-5%	0%	4%	20*
O=C(Cn1c(=O)oc2cc(S(=O)(=O)N3CCCC3)ccc21)NCc1ccc(F)cc1	-33%	4	6.6µM*	x	-3%	-2%&-1%	-5
Cc1cccc(Cn2ccc(NC(=O)c3cccnc3)n2)c1	-11%	5	24%	18%	-3%	-6%	3
